Compound activity as filed in PubChem BioAssay.
SIAE primary = human SIAE inhibition, primary screen; Q9HAT2; SIAE FP-Rh probe binding, fluorescence polarization; inhibition, % at 9.66 µM; 370,000 compounds, 0.69% hits; AID 1053197;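 active = inhibition above a cutoff: mean of compounds within the control limits plus 3 SD of those, cut at about 17% in these data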;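 also: 0% = plate median of compound wells and 100% = probe without SIAE protein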
Target sequence (Q9HAT2 whole entry, looked up): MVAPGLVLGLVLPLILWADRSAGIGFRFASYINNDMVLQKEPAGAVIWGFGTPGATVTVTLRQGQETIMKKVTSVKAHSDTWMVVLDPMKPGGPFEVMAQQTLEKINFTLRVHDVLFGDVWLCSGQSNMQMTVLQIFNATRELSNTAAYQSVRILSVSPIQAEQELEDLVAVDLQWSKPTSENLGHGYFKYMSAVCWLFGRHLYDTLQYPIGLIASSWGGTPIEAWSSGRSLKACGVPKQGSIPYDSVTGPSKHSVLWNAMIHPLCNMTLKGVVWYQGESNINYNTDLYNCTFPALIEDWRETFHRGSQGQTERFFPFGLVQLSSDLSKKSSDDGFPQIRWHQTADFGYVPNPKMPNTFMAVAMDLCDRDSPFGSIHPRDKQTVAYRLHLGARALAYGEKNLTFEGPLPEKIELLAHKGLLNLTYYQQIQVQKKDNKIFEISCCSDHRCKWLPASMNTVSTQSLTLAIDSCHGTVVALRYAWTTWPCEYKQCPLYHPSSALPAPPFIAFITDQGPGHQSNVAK
rCAG binder = binds r(CAG) RNA repeats; inhibition, % at 3 µM; r(CAG) RNA repeat, TO-PRO-1 dye displacement fluorescence; 370,000 compounds, 1.3% hits;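 active = inhibition above the plate cutoff, the mean of all test compounds on that plate plus 3 SD, cut at about 35% in these data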;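 also: 0% = DMSO alone and 100% = 100 µM mitoxantrone as full dye displacement; higher means more dye released from RNA so lower well fluorescence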
Rev-erbA mod = modulators of human Rev-erb alpha DNA binding | P20393 | Rev-erbα–FITC-DNA binding, fluorescence polarization, 90 min | 370,000 compounds, 0.79% hits | activity, % at 10 µM;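 active = activity above about 14%, limit read from the data; passing the limit was not always enough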;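 also: 0% = DMSO wells with 35 nM protein and 100% = DMSO wells with 750 nM protein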
TCR-CD3 inh = human TCR-CD3 binding inhibition. inhibition, % at 9.4 µM. 360,000 compounds, 0.37% hits. AID 651800. TAMRA-labeled TCR probe fluorescence, biochemical; in the data active = inhibition above about 19%;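 also: recombinant mutant TCR 2C K166C tagged with TAMRA read by polarization; 0% = receptor in buffer alone and 100% = receptor with positive control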
HTRA1 inhibitor = blocks human HTRA1 serine peptidase. Q92743. recombinant HTRA1, FP-rhodamine activity-based probe, fluorescence polarization. inhibition, % at 5.96 µM. 340,000 compounds, 0.5% hits; in the data active = inhibition above about 36%;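 also: 0% = enzyme with DMSO and 100% = wells lacking enzyme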
PRMT1 inh = PRMT1 (human) inhibition, primary screen | Q99873 | recombinant PRMT1, activity-based probe fluorescence polarization | inhibition, % at 2.79 µM | 370,000 compounds, 1.3% hits;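 active = inhibition above about 21% made by adding two undisclosed values, limit read from the data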
Target sequence (Q99873 whole entry, looked up): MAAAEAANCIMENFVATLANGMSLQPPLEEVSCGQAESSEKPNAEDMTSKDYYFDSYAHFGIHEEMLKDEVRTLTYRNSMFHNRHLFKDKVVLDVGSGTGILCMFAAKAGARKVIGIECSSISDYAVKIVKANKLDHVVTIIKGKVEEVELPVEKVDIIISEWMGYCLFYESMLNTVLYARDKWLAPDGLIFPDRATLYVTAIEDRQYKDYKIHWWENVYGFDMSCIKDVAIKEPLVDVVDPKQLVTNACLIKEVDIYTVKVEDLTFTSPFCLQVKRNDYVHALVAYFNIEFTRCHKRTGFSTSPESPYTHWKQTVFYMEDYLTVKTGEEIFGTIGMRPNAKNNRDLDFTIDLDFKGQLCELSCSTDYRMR
TDP2 inh = blocks human TDP2 phosphodiesterase activity | O95551 | recombinant TDP2, T5PNP hydrolysis, p-nitrophenol absorbance 415 nm | inhibition, % at 12.8 µM | 370,000 compounds, 0.34% hits;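 active = inhibition above the mean of all tested compounds plus 3 SD, set per campaign, cut at about 25% in these data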;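 also: 0% = DMSO with enzyme and 100% = buffer with substrate but no TDP2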
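System – recombinant human TDP2 · Quantity – TDP2 enzyme at 120 nM final · Doses – single concentration, 12.8 µM nominal, with 1% DMSO · Incubation – 2 h at 37 °C · Measured by – epi absorbance of p-nitrophenol freed from T5PNP by hydrolysis · Read-out – % inhibition relative to enzyme-containing and enzyme-free wells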
PG9 Ab binder = PG9 antibody binding by small molecule | TR-FRET gp120-PG9 antibody binding | inhibition, % at 6.7 µM | 360,000 compounds, 0.43% hits | AID 624416; in the data active = inhibition above about 8.5%
mABHD4 FP = ABHD4 (mouse) inhibition, primary FP screen; Q8VD66; purified mABHD4, FP-Rh probe fluorescence polarization; inhibition, % at 8.92 µM; 370,000 compounds, 0.54% hits; AID 720543;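 active = inhibition exceeding the mean over every tested compound plus 3 SD, cut at about 30% in these data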;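 also: 0% = plate median of compound wells and 100% = S159A mutant with DMSO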
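Assay system: mouse ABHD4 enzyme, wild type / Also added: fluorescent activity-based probe FP-Rh / Doses: single nominal dose of 8.92 µM, 0.89% DMSO final / Timing: 45 min compound pre-incubation plus 60 min probe step, 25 °C / Signal: FP readout, ex 525 nm / em 598 nm / Control set: S159A mutant/DMSO as 100%, compound-well median as 0%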
LEDGF integ inh = blocks HIV-1 LEDGF/p75-dependent DNA integration; TR-FRET IN-LEDGF/p75 DNA integration, Eu/Cy5; inhibition, % at 3.7 µM; 370,000 compounds, 0.64% hits; AID 743269;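 active = inhibition above the screen-wide mean plus 3 SD, cut at about 13% in these data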;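 also: signal is the Cy5 over europium emission ratio at 671 and 618 nm; 0% = plate median of compound wells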
Starred values were filed as active, the others as inactive; x = not tested or not shown. An excerpt. The share of hits here may be higher or lower than overall.

SMILES	SIAE primary	rCAG binder	Rev-erbA mod	TCR-CD3 inh	HTRA1 inhibitor	PRMT1 inh	TDP2 inh	PG9 Ab binder	mABHD4 FP	LEDGF integ inh
CCCOC(=O)c1c(-c2ccc(C)cc2C)csc1NC(=O)C1C2CCC(O2)C1C(=O)O (configuration not stated)	-2	29	4	3	-7	15	5	2.3	14	4
Cc1c(C)n2c(SCC(=O)Nc3cccc4ccccc34)nnc2[nH]c1=O	0	1	-5	7	6	-3	0	-1.8	-4	1
CCOC(=O)/C=C1\NC(=O)CS1	-2	0	4	8	-6	-4	-6	-0.6	7	1
CCOC(=O)N1CCN(C(=O)C(C)n2nc(C)n3c(cc4sccc43)c2=O)CC1 (configuration not stated)	-2	-5	-5	-6	-3	0	8	2.6	6	1
O=C(Nc1nc(-c2ccccc2)cs1)c1cccs1	-20	4	7	6	-43	2	11	-1.8	-20	0
CC(C)c1cc(N2CCOCC2)n2ncc(-c3ccccc3)c2n1	-1	-4	3	7	1	-2	-9	-0.6	-3	3
CN(C)S(=O)(=O)N1CCCC(C(=O)c2ccc(-c3ccccc3)cc2)C1 (configuration not stated)	-1	-1	4	-5	1	8	-16	2.2	-13	-3
C[C@@H]1COC(=O)[C@H](CC(=O)OC(C)(C)C)C/C=C\C[C@@H](CC(=O)N[C@H](CO)Cc2ccccc2)C(=O)N1	3	-7	0	2	-2	3	10	-0.9	5	1
O=C(NNC(=O)c1cc(Br)c(Br)s1)c1csc(N2CCOCC2)n1	-37	6	-11	0	-3	0	23	0.4	8	1
CCn1cc(C(=O)NCCCN(CC(C)C)CC(C)C)c(=O)c2cc(S(=O)(=O)N(C)C3CCCCC3)ccc21	2	1	-2	-4	-1	1	-8	-0.2	7	1
Oc1ccc(/C=N/Nc2nccnc2Cl)c(O)c1	-8	2	9	-4	-2	-4	-3	-3.6	43*	-4
Cc1nccn1CCCNC(=O)CC1C(=O)NCCN1Cc1ccc(F)cc1Cl (configuration not stated)	12	-3	2	8	1	1	15	0.0	9	1
CC1(C(=O)NS(=O)(=O)c2ccc(Cl)cc2)CCN1C(=O)Cc1ccc(Cl)cc1Cl (configuration not stated)	3	21	3	-2	x	0	14	-0.5	4	5
CCOC(=O)C1=CCN(S(=O)(=O)c2ccc(C)cc2)C1c1ccc(C)cc1 (configuration not stated)	-7	1	3	-6	x	-2	-11	-2.8	-10	0
COc1ccc(C(=O)CC(=O)C(=O)Nc2cc(Cl)c(OC)cc2OC)cc1	-4	6	-6	-3	8	2	6	0.0	4	1
CCOC(=O)c1c(S(=O)(=O)NCc2ccc(OC)cc2)c(C)n(C)c1C	-3	-2	-4	8	-1	-1	-1	-0.2	-5	2
O=C(OCC(=O)N1CCCC1=O)c1ccc(O)cc1O	5	-2	-3	-9	0	2	-3	0.7	-6	2
Cc1ccc(OCC(=O)NNC(=O)c2ccc(F)c(S(=O)(=O)N3CCOCC3)c2)cc1C	-1	8	5	-5	-3	-3	-2	-0.1	5	0
Cc1ccc(C)c(NC(=O)c2cc(-c3cccnc3)nc3ccccc23)c1	-6	-3	7	0	3	-1	5	1.4	-1	-3
c1csc(-c2ccc3ccccc3n2)c1	0	0	1	-1	-4	-5	-5	-0.1	3	-3
COc1ccc(OC)c(S(=O)(=O)N2CCC(C(=O)NCc3cccnc3)CC2)c1	-7	0	-11	-5	5	3	-9	-2.2	3	0
N/C(=N\N=C/c1ccc(Br)cc1)N/N=C\c1ccc(Br)cc1	6	8	-1	6	7	-2	-9	0.2	19	2
Cc1ccccc1Nc1nc(N)nc(COC(=O)c2nn(C)c(=O)c3ccccc23)n1	-5	0	-2	1	6	0	1	-1.1	6	4
COC(=O)CNC(=O)c1ccc(NS(=O)(=O)c2cc([N+](=O)[O-])ccc2Cl)cc1	7	5	4	8	-2	2	9	-0.1	5	0
Cc1ccc(S(=O)(=O)NC(N)=NCCc2ccccc2)cc1C	12	-2	-1	2	-5	-4	-13	-1.5	2	1

Additional compounds
SMILES	SIAE primary	rCAG binder	Rev-erbA mod	TCR-CD3 inh	HTRA1 inhibitor	PRMT1 inh	TDP2 inh	PG9 Ab binder	mABHD4 FP	LEDGF integ inh
COC(=O)[C@]12C[C@H](CC(=O)NCCC(C)C)C(=O)N(CCc3ccc(OC)c(OC)c3)C1=C[C@H](C1CCCC1)O[C@@H]2C	2	4	13	x	x	-2	0	x	0	-4
COc1cc(NS(=O)(=O)c2ccc(NC(=O)c3ccc(F)cc3)cc2)ncn1	5	4	-2	-1	0	4	-3	0.1	-8	-1
CCOC(=O)CC1C(=O)NCCN1C(=O)COc1ccc(C(C)(C)C)cc1 (configuration not stated)	-2	3	-1	-6	4	-1	-8	1.2	-2	-6
O=C(Nc1ccc(-c2nc3cccnc3s2)cc1)c1cccnc1Cl	-10	3	3	8	-8	-3	21	1.9	-6	1
CCCCC(=O)Nc1nnc(S(=O)(=O)N2CCCc3ccccc32)s1	-1	13	10	11	-6	1	0	0.1	1	-3
CC(C)=CCCC(C)CN1CCC(n2nccc2NC(=O)C2CCCC2)CC1 (configuration not stated)	-1	-12	-1	-3	-3	-1	2	-1.5	-3	2
O=C(O)CCSCCCN1C(=O)c2cccc3cccc(c23)C1=O	-5	3	2	-6	-7	3	0	-1.7	3	2
O=S(=O)(Nc1nc(CN2CCOCC2)nc2sc3c(c12)CCCC3)c1cc(F)ccc1F	-8	50*	1	-6	3	2	-11	1.4	-9	3
COc1ccc(S(=O)(=O)N2CCCC2C(=O)NCC(=O)Nc2cccc(Cl)c2C)cc1 (configuration not stated)	-1	-2	-2	4	-2	2	9	0.0	-2	3
Cn1nnc(NC(=O)C(c2ccccc2)c2ccccc2)n1	-1	-2	3	2	-1	-2	5	-2.8	-3	0
CS(=O)(=O)c1ccccc1C(=O)N(CCC1=CCCCC1)c1c(N)n(Cc2ccccc2)c(=O)[nH]c1=O	6	1	4	1	-5	0	3	-0.1	-4	0
CC(C)CNC(=O)Cn1nc(C(F)(F)F)c2c1CCCC2	1	-6	-1	0	-11	-5	10	0.5	-6	-2
O=C(NC1CCCC1)c1cc(-c2ccccc2Cl)on1	0	-3	-5	-7	-11	4	-1	0.4	-3	-2
Cc1cc(Oc2ccc(=O)n(C)n2)nc(Oc2ccc(=O)[nH]n2)n1	1	4	-2	9	3	0	4	3.2	8	1
Cn1ccnc1SCC(=O)Nc1cc(C(F)(F)F)ccc1N1CCOCC1	0	-7	-2	4	4	1	-3	2.1	1	-1
C/C(=N/NC(=O)c1nnn(-c2nonc2N)c1CSc1ccc(Cl)cc1)c1ccncc1	6	1	-16	3	1	3	-1	1.4	2	-2
O=C(COC(=O)/C=C/c1ccccc1)Nc1cccnc1Cl	4	-1	-1	-3	-4	2	-1	-0.1	5	-4
O=S(=O)(c1ccccc1)N1CCN(C(=S)Nc2ccc(Br)cc2)CC1	-5	-1	-1	2	-7	1	4	0.2	2	-1
CCOc1ccc(C(=O)C2CCN(CC(=O)Nc3ccccc3N3CCOCC3)CC2)cc1	5	4	-8	5	-13	-3	-7	-2.2	-3	-2
CC(C)CNS(=O)(=O)c1ccc(CC(C)C)cc1	8	-5	3	1	-9	-4	9	-1.0	-5	3
NC(=O)N(N)c1nc(N2CCCC2)nc(N2CCCC2)n1	-8	0	1	2	2	-1	0	-0.1	-3	2
CCn1c(=NC(=O)CSC(C)=O)sc2ccccc21	-1	0	2	-6	-12	3	10	-1.1	-5	-1
CCOC(=O)C1CCCN(CCc2ccccc2)C1 (configuration not stated)	-8	-6	3	-2	-2	3	12	0.4	12	0
CCCCc1c(C)c(C#N)c2nc3ccccc3n2c1Nc1c(C)n(C)n(-c2ccccc2)c1=O	3	7	-5	4	3	-3	6	-1.4	6	1
COCCCNC(=S)N(CCO)Cc1cc2cc3c(cc2[nH]c1=O)OCO3	0	-1	-6	5	-13	1	-9	-2.4	0	3

Only PRMT1 inh, for some of the entries so far:
SMILES,PRMT1 inh
O=S(=O)(c1ccccc1)N1CCN(C(=S)Nc2ccc(Br)cc2)CC1,1
CCOc1ccc(C(=O)C2CCN(CC(=O)Nc3ccccc3N3CCOCC3)CC2)cc1,-3
CC(C)CNS(=O)(=O)c1ccc(CC(C)C)cc1,-4
NC(=O)N(N)c1nc(N2CCCC2)nc(N2CCCC2)n1,-1

Remaining list, next part
SMILES	SIAE primary	rCAG binder	Rev-erbA mod	TCR-CD3 inh	HTRA1 inhibitor	PRMT1 inh	TDP2 inh	PG9 Ab binder	mABHD4 FP	LEDGF integ inh
COCC(C)NC(=O)c1ccccc1[N+](=O)[O-] (configuration not stated)	-2	0	3	-4	-4	0	-6	0.1	0	-3
CCCCCCCCCCS(=O)(=O)N/N=C/c1ccc([N+](=O)[O-])cc1	7	42*	-2	8	-10	4	-6	0.0	-11	6
Cc1c(C(=O)NCCCN2CCCC2=O)oc2ccccc12	-3	-2	-9	1	1	-2	2	1.4	2	1
O=C(Nc1ccon1)c1ccc(Cl)c(S(=O)(=O)N2CCCCC2)c1	10	0	3	3	4	-4	18	0.0	-9	4
O=C(Cn1nnc2ccccc21)N/N=C\C=C\c1ccccc1	-1	3	-1	-4	-9	1	-2	-3.8	-3	-5
CCn1c(=O)c(C(=O)NNC(=O)c2ccccc2)c(O)c2ccccc21	-2	2	2	7	6	-1	-9	-0.3	5	4
CC(C)c1ccccc1NC(=O)COC(=O)Cc1ccsc1	15	-3	2	2	-11	-1	10	-0.9	3	-3
O=C(Cn1ccc(C(F)(F)F)n1)Nc1ccc(S(=O)(=O)NCc2ccco2)cc1	-1	9	-5	-4	-6	2	0	-1.0	-4	-1
CCCc1nc2ccccc2n1CC(O)COc1ccc(NC(C)=O)cc1 (configuration not stated)	0	4	-1	1	-3	1	4	-3.2	-3	-1
CCSCCOC(=O)C1=C(C)NC(=O)NC1c1cc(OC)ccc1OC (configuration not stated)	-1	-1	0	-7	-4	2	-4	-2.2	-2	-2
Cc1ccc(Cn2nc(C)cc2C(=O)Nc2ccccc2Cl)cc1	-2	0	-1	4	-27	-3	-15	-1.1	-7	6
CC(=O)c1ccc(NC(=O)c2noc3c2CCCCC3)cc1	-5	-2	-1	3	-6	-1	1	-1.9	3	0
CCOC(=O)Cc1csc(NS(=O)(=O)c2ccc(NC(C)=O)cc2)n1	3	7	-5	3	0	0	16	-0.5	-1	-1
Cc1cccc2sc(N(CCCN(C)C)C(=O)c3ccc(S(=O)(=O)N4CCc5ccccc5C4)cc3)nc12	-4	2	2	-3	0	2	-11	1.7	17	-1
COc1cccc(CNC(=O)CCNS(=O)(=O)c2ccc3c(c2)CC(C)N3C(C)=O)c1 (configuration not stated)	-4	-1	5	4	2	-3	-21	-1.4	-8	1
Cc1c(CCC(=O)O)c(=O)oc2cc3occ(C(C)(C)C)c3cc12	-8	16	-3	-4	-3	0	6	-2.1	0	2
COC(=O)Nc1sc2c(c1C(=O)NCc1ccco1)CCCC2	0	3	3	6	-5	3	8	-2.7	0	1
